EWS-Fli inh: EWS/Fli-driven NR0B1 reporter inhibitors, primary screen, A673 cells, NR0B1 luciferase, luminescence, MLPCN library | viability-normalised | AID 651661, 2012 | 0.67% of 350,000 active | inhibition, % at 12.6 µM;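 active means mean inhibition of at least 50% after viability correction, with every replicate also passing that limit; inconclusive means mean reaches 50% but only one of two replicates passes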;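 further: firefly luciferase signal divided by Alamar Blue viability fluorescence both relative to DMSO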
PAX8 inh HTS: inhibitors of PAX8-driven TPO luciferase reporter, primary screen, RMG-I cells, single concentration; SteadyGlo, 24 h; inhibition, % at 12.6 µM; 1.2% of 360,000 active;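 active means mean replicate inhibition at least 60% with every replicate also reaching 60%; inconclusive means only one of the two criteria is met; inactive means mean below 60% and not all replicates reaching 60%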;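 further: luciferase light reporting Pax8 driven TPO promoter activity; plate controls were median of neutral control wells for no effect and mitoxantrone controls for full effect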
ARNT TACC3 PPI: disruptors of ARNT/TACC3 protein interaction, primary screen, biochemical, AlphaScreen, single concentration; Transforming acidic coiled-coil-containing protein 3 (Homo sapiens), Q9Y6A5; 0.66% of 390,000 active; AlphaScreen His-ARNT PAS-B/GST-TACC3 binding, luminescence; TACC3 fragment carries E629A point mutation; AID 623870, 2012; inhibition, % at 9.99 µM;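 active means mean inhibition of replicates at least 50% and at least half of replicates each reaching 50%; inconclusive means half or more replicates reach 50% but mean below 50%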;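 further: 0% = complete ARNT plus TACC3 wells and 100% = ARNT alone without TACC3; many hits fall short of the cut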
LGR2 antag: inhibitors of bursicon-induced LGR2 CRE-luciferase signal, primary screen, cell-based, HEK293, CRE-luciferase reporter, bursicon stimulation | Drosophila bursicon receptor LGR2 (rickets) | bursicon-stimulated, 4 h | inhibition, % at 9.99 µM | 0.35% of 380,000 active | AID 720647, 2013;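 active means drop in luminescence signal, shown as inhibition above about 50% in the replicate tests, limit read from the data, passing the limit was not always enough; inconclusive means probably only some replicates passing the limit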;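 further: agonist challenge used bursicon conditioned medium at about half maximal strength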
DENV2 CPE rescue: inhibitors of DENV2 cytopathic effect, primary screen, cell-based, plate reader, single concentration. DENV2-infected cells, cytopathic effect rescue. CPE inhibition, % at 9.99 µM. 1.7% of 350,000 active. AID 651640, 2012; in the data active means CPE inhibition above about 20%, passing the limit was not always enough; inconclusive means no clear call, values can overlap the other calls; tested in BHK-21 cells;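 further: 0% = median of neutral control wells and 100% = median of positive control wells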
SIRT5 inh: SIRT5 desuccinylase inhibitors, primary screen, biochemical, fluorescence imaging, single point, set 5 | 1.1% of 330,000 active | AID 652115, 2013 | inhibition, % at 15 µM | Purified SirT5, succinyl-peptide AMC, trypsin-coupled fluorescence | NAD-dependent protein deacylase sirtuin-5, mitochondrial (Homo sapiens), Q9NXA8; in the data active means inhibition above about 15%; inconclusive means no clear call, values can overlap the other calls
Target sequence (Q9NXA8 whole entry, looked up): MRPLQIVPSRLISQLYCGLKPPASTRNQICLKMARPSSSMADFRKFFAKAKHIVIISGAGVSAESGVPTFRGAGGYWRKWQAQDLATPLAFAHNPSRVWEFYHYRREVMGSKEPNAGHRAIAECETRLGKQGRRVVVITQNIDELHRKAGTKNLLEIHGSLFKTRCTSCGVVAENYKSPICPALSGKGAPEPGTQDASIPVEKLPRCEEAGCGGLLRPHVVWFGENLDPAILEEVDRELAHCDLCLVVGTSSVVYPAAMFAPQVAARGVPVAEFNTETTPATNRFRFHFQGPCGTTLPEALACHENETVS
Casp6 inh: human caspase-6 inhibitors, primary screen, biochemical, VEID-R110 fluorescence, single point, set 2; P55212; purified caspase-6, Z-VEID-R110 cleavage fluorescence; inhibition, % at 12.5 µM; 0.53% of 350,000 active;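 active means mean inhibition across replicates at least about 35%, with every replicate also reaching that limit, limit read from the data; inconclusive means only one of the two criteria met; inactive means neither criterion met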;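 further: 0% = median of neutral control wells and 100% = no fluorescence left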
Target sequence (P55212 24-179 limits assumed): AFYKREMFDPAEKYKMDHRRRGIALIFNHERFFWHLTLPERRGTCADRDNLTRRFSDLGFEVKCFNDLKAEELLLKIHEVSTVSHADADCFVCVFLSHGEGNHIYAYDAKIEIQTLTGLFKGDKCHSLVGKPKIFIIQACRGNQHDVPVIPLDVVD
Target sequence (P55212 194-293 limits assumed): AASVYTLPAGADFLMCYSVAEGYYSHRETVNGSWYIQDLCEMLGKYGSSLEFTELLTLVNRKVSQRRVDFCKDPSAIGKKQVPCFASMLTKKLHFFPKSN
* = called active by the depositor; ? = inconclusive; nt = no result given; & = joins results of further samples.

Sequence of screens: EWS-Fli inh, PAX8 inh HTS, ARNT TACC3 PPI, LGR2 antag, DENV2 CPE rescue, SIRT5 inh, Casp6 inh
[1] CO[C@H]1CN(C)C(=O)c2cc(NC(=O)NC3CCCCC3)ccc2OC[C@@H](C)N(CC2CCOCC2)C[C@H]1C
 : 2, -9, nt, -11, 0, nt, -1
[2] O=C(Cc1ccc(NC(=O)C2CCCN(C(=O)C3CCCCC3)C2)cc1)Nc1cccc(C(=O)N2CCCCC2)c1 (stereo not given)
 : -1, -9, -3, -8, ?, -5, 0
[3] CCOc1ccc(C(=O)C(CCC(CN(C)C)C(=O)c2ccc(OCC)cc2)CN(C)C)cc1 (stereo not given)
 : nt, 112*, 9, 37, nt, nt, nt
[4] COc1cccc(S(=O)(=O)N[C@H]2CC[C@H](CCNC(=O)Nc3cc(F)ccc3F)O[C@H]2CO)c1
 : -4, -7, 3, -6, 8, 1, -173
[5] Cc1ccc(NC(=O)CSc2nnc(CNC(=O)c3ccco3)n2C)cc1
 : 6, -3, 2, -11, -8, -3, -2
[6] Cc1ccc(OCCC(=O)Nc2ccc(F)c(Cl)c2)cc1
 : 1, -20, -1, -13, -3, -7, -1
[7] O=C(NC1CCC1)[C@H]1[C@H](CO)[C@H]2Cn3c(ccc(/C=C/c4ccccc4)c3=O)[C@H]2N1Cc1ccncc1
 : 1, 19, -1, 2, -9, -85, 1
[8] COc1ccc(S(=O)(=O)N(C)C[C@@H]2Oc3cc(C#CC4CCCC4)ccc3S(=O)(=O)N([C@@H](C)CO)C[C@@H]2C)cc1
 : 20, 15, -4, 18, -6, 2, -2
[9] Cc1ccccc1S(=O)(=O)N1CC(=O)N2[C@@H](CO)[C@H](c3ccc(C#Cc4ccccc4)cc3)[C@@H]2C1
 : nt, nt, nt, 14, 1, -3, 1
[10] O=C(CN1C(=O)COc2ccccc21)N1CCOCC1
 : nt, -5, -7, 15, 0, -17, 1
[11] O=C(NCCc1ccccc1)C1Cc2c(-c3ccccc3Oc3ccccc3)ccnc2O1 (stereo not given)
 : -9, 15, nt, 17, 0, nt, 6
[12] COC(=O)Cc1ccc(NC(=S)N2CCN(C(=O)C3CCCO3)CC2)cc1 (stereo not given)
 : -1, -5, -8, 17, 7, -1, -2
[13] COc1cccc(-c2ccc3c(c2)O[C@H](CN(C)CC2CC2)[C@H](C)CN([C@H](C)CO)S3(=O)=O)c1
 : 1, nt, 5, -7, 10, -6, -1
[14] Cc1ccc(-c2noc(CC(=O)c3ccc([N+](=O)[O-])cc3)n2)cc1
 : 14, 3, 5, 0, -8, -4, -2
[15] Cc1ccc(S(=O)(=O)NCc2cccnc2)cc1C(=O)N1CCCC1
 : -31, -17, nt, 21, 1, 0, 2

One compound at a time, as listed above:
CO[C@H]1CN(C)C(=O)c2cc(NC(=O)NC3CCCCC3)ccc2OC[C@@H](C)N(CC2CCOCC2)C[C@H]1C across the screens: EWS-Fli inh = 2; PAX8 inh HTS = -9; ARNT TACC3 PPI = nt; LGR2 antag = -11; DENV2 CPE rescue = 0; SIRT5 inh = nt; Casp6 inh = -1
COc1cccc(-c2ccc3c(c2)O[C@H](CN(C)CC2CC2)[C@H](C)CN([C@H](C)CO)S3(=O)=O)c1 across the screens: EWS-Fli inh = 1; PAX8 inh HTS = nt; ARNT TACC3 PPI = 5; LGR2 antag = -7; DENV2 CPE rescue = 10; SIRT5 inh = -6; Casp6 inh = -1

Continuation:
Sequence of screens: EWS-Fli inh, PAX8 inh HTS, ARNT TACC3 PPI, LGR2 antag, DENV2 CPE rescue, SIRT5 inh, Casp6 inh
[16] Cc1cccc(CCN(CC(=O)NC(C)(C)C)C(=O)c2csnn2)c1
 : -2, 0, -2, -18, 11, -4, -3
[17] C[C@H]1CN([C@@H](C)CO)C(=O)c2cccc(NS(=O)(=O)c3ccc(F)cc3)c2O[C@@H]1CN(C)Cc1ccc(Oc2ccccc2)cc1
 : 13, -9, nt, 7, nt, nt, nt
[18] COc1cc(CC(=O)OCC(=O)c2c[nH]c3ccccc23)cc(OC)c1OC
 : 14, 39, -8, 7, -1, -4, 3
[19] C[C@H]1CCCCO[C@@H](CN(C)Cc2ccncc2)[C@@H](C)CN([C@@H](C)CO)C(=O)c2cc(NS(=O)(=O)c3ccc(Cl)cc3)ccc2O1
 : 6, 2, 4, 9, -4, 3, 0
[20] COc1ccc(S(=O)(=O)NC(C)C(=O)NCc2ccc3c(c2)OCO3)cc1OC (stereo not given)
 : -1, -6, -28, -9, -3, 1, -5
[21] Cc1ccc2ccccc2c1NC(=O)c1ccco1
 : 7, 4, 0, 12, -5, 0, -1
[22] COc1ccccc1CN(C)C[C@H]1OCc2cnnn2CCCC(=O)N([C@@H](C)CO)C[C@@H]1C
 : 2&1, -20&-9, -13, -7, -2&4, -5&-2, -5&0
[23] CCCN(C(=O)c1cc(S(=O)(=O)N(C)c2ccc(OCC)cc2)ccc1C)C1CCS(=O)(=O)C1 (stereo not given)
 : -1, 21, -6, -3, 3, 2, 2
[24] C[C@H]1CN([C@@H](C)CO)C(=O)Cc2cc(NC(=O)Nc3ccc(C(F)(F)F)cc3)ccc2O[C@H]1CN(C)S(=O)(=O)c1ccccc1
 : 45, nt, -8, nt, -8, 5, -1
[25] CCOC(=O)C1(C(F)(F)F)N=C(c2ccccc2F)OC(N(C)C)=N1 (stereo not given)
 : 2, 5, -5, 3, 11, 0, 3
[26] CC(=O)C1=C(C)N(Cc2ccc(F)cc2)C(=S)NC1c1cccc(Cl)c1 (stereo not given)
 : 0, 8, nt, 1, -5, 2, 0
[27] C[C@@H]1CCCCO[C@@H](CN(C)S(C)(=O)=O)[C@H](C)CN([C@@H](C)CO)C(=O)c2cc(NC(=O)Nc3cccc4ccccc34)ccc2O1
 : 3, 5, 3, 20, 6, -1, -2
[28] Cc1cc(NS(=O)(=O)c2ccc(NC(=O)C(C)Oc3cccc(C)c3C)cc2)nc(C)n1 (stereo not given)
 : 7, 7, 1, -13, ?, 0, 3
[29] C[C@H](CO)N1C[C@H](C)[C@H](CN(C)S(=O)(=O)c2cn(C)cn2)Oc2cc(C#Cc3ccccc3)ccc2S1(=O)=O
 : 2, nt, -7, -1, -13, -1, 0
[30] Cc1ccc(C=Nc2ccc(N(C)C)cc2)o1
 : -36, nt, 31, -42, nt, -2, 33

Random excerpt: four compounds from above
Sequence of screens: EWS-Fli inh, PAX8 inh HTS, ARNT TACC3 PPI, LGR2 antag, DENV2 CPE rescue, SIRT5 inh, Casp6 inh
[9] Cc1ccccc1S(=O)(=O)N1CC(=O)N2[C@@H](CO)[C@H](c3ccc(C#Cc4ccccc4)cc3)[C@@H]2C1
 : nt, nt, nt, 14, 1, -3, 1
[16] Cc1cccc(CCN(CC(=O)NC(C)(C)C)C(=O)c2csnn2)c1
 : -2, 0, -2, -18, 11, -4, -3
[21] Cc1ccc2ccccc2c1NC(=O)c1ccco1
 : 7, 4, 0, 12, -5, 0, -1
[2] O=C(Cc1ccc(NC(=O)C2CCCN(C(=O)C3CCCCC3)C2)cc1)Nc1cccc(C(=O)N2CCCCC2)c1 (stereo not given)
 : -1, -9, -3, -8, ?, -5, 0

Going on with the list:
Sequence of screens: EWS-Fli inh, PAX8 inh HTS, ARNT TACC3 PPI, LGR2 antag, DENV2 CPE rescue, SIRT5 inh, Casp6 inh
[31] COc1cc(OC)cc(C(=O)N[C@H](C(=O)Nc2nc3ccc(S(C)(=O)=O)cc3s2)C(C)C)c1
 : 3, 10, -3, -10, 3, -2, 0
[32] COCc1nnc(NS(=O)(=O)c2ccc(F)cc2)s1
 : -8, -11, -2, 0, 0, -1, 0
[33] CC(C)(C)c1ccc(C(=O)NCCC(=O)N2CCC3(CC2)NCCc2[nH]cnc23)cc1
 : nt, -10, 4, 2, -3, 12, -8
[34] CN(C)CCCNc1nc2cc(-c3cccc(C(F)(F)F)c3)sc2c(=O)n1C
 : 24, 3, nt, -13, 1, -6, -64
[35] O=[N+]([O-])c1ccc(Oc2ccc(Oc3ccc(C(F)(F)F)cn3)cc2)nc1
 : 3, 9, -13, 1, -6, -4, -4
[36] COC(=O)c1ccc(-c2c(-c3ccccc3)ncc3cc(F)ccc23)cc1
 : -6, 8, -3, -62, nt, nt, -4
[37] Cc1ccccc1OCC(O)Cn1c(NCc2ccco2)nc2c1c(=O)[nH]c(=O)n2C (stereo not given)
 : 9, nt, 8, 16, nt, 2, 0
[38] COc1ccc(OC)c(NC(=O)CCC(=O)Nc2nnc(C(C)C)s2)c1
 : 1, 11, -7, 15, -2, -5, -1
[39] CO[C@@H]1CN(C)C(=O)c2cc(NC(=O)NC(C)C)ccc2OC[C@@H](C)N(CC2CC2)C[C@@H]1C
 : -12, -10, -2, 10, -6, -3, 3
[40] O=C(NNC(=O)c1ccccc1F)c1ccc(-c2ccc(Cl)cc2)o1
 : -9, -8, 4, 1, -7, -2, 1
[41] COc1ccc(F)cc1-c1cc(C(=O)Nc2ccc(NC(C)=O)cc2)[nH]n1
 : -19, -14, nt, -6, 10, nt, 0
[42] Cc1c(Cl)cccc1NC(=S)N1CCN(c2ncccn2)CC1
 : -4, 26, -7, 0, 5, -3, nt
[43] CC(C)(C)c1cc(N2CCOCC2)n2ncc(-c3ccc(Cl)cc3)c2n1
 : -28, -59, -4, 1, -6, -13, 0
[44] CC(C)CN(CCNC(=O)CN1N=C(c2ccc(Cl)cc2)CCC1=O)CC(C)C
 : 7, -3, 1, 16, -2, 0, 0
[45] Cc1c(Cl)cccc1NC(=S)Nn1cnnc1
 : 9, 2, 2, 11, 0, -1, 1
[46] O=C(CCNC(=O)Cn1ccc2ccccc2c1=O)NCCCN1CCOCC1
 : 2, 2, 10, 5, -5, 0, -1
[47] C/C=C/c1cnc2c(c1)C(=O)N([C@H](C)CO)C[C@@H](C)[C@@H](CN(C)Cc1ccccc1F)O2
 : -2, -53, nt, -9, nt, nt, nt
[48] CC(C)C[C@@H](CN1CCC[C@@H]1CN1C(=O)C(=O)NC[C@@H]1Cc1ccc(O)cc1)N1C[C@H](Cc2ccc(O)cc2)N(CC2CCCCCC2)C(=O)C1=O
 : 0, -6, nt, 2, -10, -2, 12
[49] C#CC(CCN1CCCCC1)(OC)c1ccccc1 (stereo not given)
 : 5, -23, 25, -2, 1, -2, -5
[50] CC(C)(C)OC(=O)N1CCN(C(=O)c2[nH]cnc2C(=O)NCC(=O)OCc2ccccc2)CC1
 : -4, 10, -2, -9, -2, -5, 8
[51] COCCNC(=O)CN(C(=O)c1ccc(N2CCCC2)nc1)c1ccc(F)c(Cl)c1
 : 2, 17, 2, 3, 3, 1, 1
[52] C[C@H]1CCCCO[C@H](CN(C)Cc2ccc(C(F)(F)F)cc2)[C@@H](C)CN([C@@H](C)CO)C(=O)c2cc(NC(=O)CCC(F)(F)F)ccc2O1
 : 8, 25, -9, -3, -8, 5, -3
[53] C[C@@H]1CCCCO[C@@H](CN(C)C(=O)Cc2ccccc2)[C@H](C)CN([C@@H](C)CO)C(=O)c2cc(NC(=O)c3ccccc3)ccc2O1
 : 5, nt, -3, -12, 0, 11, -3

Assay outcomes from PubChem BioAssay.
